Screens: PubChem BioAssay, Broad Institute
Xi reactivation – activators of inactive X chromosome reactivation, primary screen, imaging, XiGFP fibroblasts, GFP high-content imaging, set 2; XiGFP mouse fibroblasts, % GFP-positive cells imaging, 3 d; cells co-treated with 5-aza-dC sensitizer; scaled so ellipticine positive control = 100%; activation, % at 7.58 µM; 0.055% of 360,000 active;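 active means mean normalized replicate activation at least 10% and every replicate at or above 10%; inconclusive means only one of the two criteria met; inactive means mean below 10% and not all replicates reach 10%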;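 further: 0% = median of on-plate neutral control wells and 100% = ellipticine 6 µM median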
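material = 68-5-11 XiGFP fibroblast line | medium = DMEM plus 5-aza-dC sensitizer | schedule = 3 days compound exposure | benchmarks = positive control ellipticine, 6 µM final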
INS-1E GSIS act – GLuc luminescence reporter in INS-1E cells, primary screen for activators of glucose-dependent secretion of insulin. INS-1E GLuc reporter insulin secretion, 2-3 h. 0.61% of 370,000 active. activation, % at 16.6 µM;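 active means lowest replicate activation of at least 40%, so every replicate reaches that level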;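 further: 0% = median of neutral control wells and 100% = median of IBMX positive control wells; some compounds called inactive have numbers as strong as hits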
DENV2 CPE – inhibitors of DENV2 cytopathic effect, primary screen, cell-based, plate reader, single concentration; 1.7% of 350,000 active; AID 651640, 2012; CPE inhibition, % at 9.99 µM; DENV2-infected cells, cytopathic effect rescue; in the data active means CPE inhibition above about 20%, passing the limit was not always enough; inconclusive means no clear call, values can overlap the other calls; tested in BHK-21 cells;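 further: 0% = median of neutral control wells and 100% = median of positive control wells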
E-selectin induc – E-selectin induction in HUVECs, primary screen, imaging, HUVEC, immunofluorescence imaging, single point | 0.37% of 260,000 active | activation, % at 7.58 µM | AID 686992, 2013 | normalized: neutral wells 0, TNF-alpha wells 100;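 active means mean E-selectin-positive cell signal at least 10% of the positive control, reached in at least 60% of replicates, without over 20% cell loss; inconclusive means no rule given, readout overlaps actives, possibly toxicity-flagged; inactive means the rest, including those meeting only one limit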;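 further: in these data hits start at about 27%; measured in HUVEC primary endothelial cells; signal is the percent of cells scored E-selectin positive by PE staining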
Target sequence (P16581 whole entry, looked up): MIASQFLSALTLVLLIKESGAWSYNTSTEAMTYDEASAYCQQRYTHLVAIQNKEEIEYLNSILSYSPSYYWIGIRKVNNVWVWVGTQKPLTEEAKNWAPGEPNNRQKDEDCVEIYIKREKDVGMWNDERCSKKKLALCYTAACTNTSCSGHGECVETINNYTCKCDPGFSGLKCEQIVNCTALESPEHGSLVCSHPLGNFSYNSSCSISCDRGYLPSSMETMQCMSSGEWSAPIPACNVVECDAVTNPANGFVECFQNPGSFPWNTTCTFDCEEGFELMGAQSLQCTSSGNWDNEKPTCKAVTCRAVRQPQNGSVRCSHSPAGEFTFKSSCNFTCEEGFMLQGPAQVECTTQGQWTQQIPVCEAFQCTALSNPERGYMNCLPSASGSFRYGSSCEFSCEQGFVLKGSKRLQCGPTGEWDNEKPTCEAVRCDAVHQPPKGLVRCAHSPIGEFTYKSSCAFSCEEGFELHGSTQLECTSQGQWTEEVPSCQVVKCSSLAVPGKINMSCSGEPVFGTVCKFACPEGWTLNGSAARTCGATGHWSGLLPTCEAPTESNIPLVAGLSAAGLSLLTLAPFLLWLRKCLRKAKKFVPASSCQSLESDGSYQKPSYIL
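material = human umbilical vein endothelial cells (HUVEC), E-selectin induction | quantity = 3,000 cells/well | medium = EGM-2 growth medium on 0.1% gelatin-coated wells | technique = immunofluorescence imaging | read-out basis = % PE-positive cells | control set = TNF-alpha positive control, DMSO neutral control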
F508del corr – F508del CFTR correction, initial screen, CFBE line, single point. CFBE cells, YFP halide quenching; stimulated with forskolin plus potentiator P3; % fluorescence drop versus neutral controls. activity (quench increase), % at 7.58 µM. 0.36% of 350,000 active. AID 720511, 2013;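 active means mean added fluorescence quench of at least 8% versus neutral control, with both replicates also reaching 8%; inconclusive means only one of the mean or replicate conditions met; inactive means mean below 8% and not both replicates reaching 8%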;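 further: cells transiently co-express mutant CFTR-F508del with the halide-sensitive YFP; corrector assay measuring rescue of mutant channel to the surface after 24 h compound exposure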
RAD52 anneal inh – RAD52 DNA annealing inhibitors, primary screen, biochemical, FRET, single point, set 2 | DNA repair protein RAD52 homolog (Homo sapiens), P43351 | recombinant RAD52 DNA annealing, FRET fluorescence | inhibition, % at 18.7 µM | 0.46% of 360,000 active | AID 651710, 2012;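 active means every replicate showing at least 50% inhibition; inconclusive means mean inhibition at least 50% but not in every replicate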
RAD54 branch – inhibitors of human RAD54 branch migration, primary screen, biochemical, fluorescence, single point; DNA repair and recombination protein RAD54-like (Homo sapiens), Q92698; RAD54 Holliday junction branch migration, FAM/BHQ fluorescence; inhibition, % at 10.4 µM; 0.14% of 360,000 active; AID 602329, 2012;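 active means mean normalized replicate activity at least 40 and at least half of replicates scoring 40 or more; inconclusive means only one of the two criteria met; inactive means mean below 40 and under half of replicates reaching 40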;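 further: 0% = median of neutral control wells and 100% = median of positive control wells; inhibitors cause a drop in the FAM fluorescence signal; in these data hits start at about 50%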
CASP6 VEID inh – human caspase-6 inhibitors, primary screen, biochemical, VEID-R110 fluorescence, single point, set 2 | 0.53% of 350,000 active | inhibition, % at 12.5 µM | purified caspase-6, Z-VEID-R110 cleavage fluorescence | AID 686996, 2013 | P55212;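 active means mean inhibition across replicates at least about 35%, with every replicate also reaching that limit, limit read from the data; inconclusive means only one of the two criteria met; inactive means neither criterion met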;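 further: 0% = median of neutral control wells and 100% = no fluorescence left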
Target sequence (P55212 24-179 limits assumed): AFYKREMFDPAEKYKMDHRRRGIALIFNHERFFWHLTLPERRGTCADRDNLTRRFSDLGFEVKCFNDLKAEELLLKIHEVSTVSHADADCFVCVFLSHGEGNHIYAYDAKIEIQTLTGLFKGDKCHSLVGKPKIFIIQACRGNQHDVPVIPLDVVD
Target sequence (P55212 194-293 limits assumed): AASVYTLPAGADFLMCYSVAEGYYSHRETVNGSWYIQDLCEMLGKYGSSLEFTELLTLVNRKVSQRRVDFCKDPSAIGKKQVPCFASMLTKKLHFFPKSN
* marks the source's active call; other numbers are inactive results; u = inconclusive; x = not tested or not shown. Not a hit list. About 3.7% of those tested had a hit in this group.

SMILES	Xi reactivation	INS-1E GSIS act	DENV2 CPE	E-selectin induc	F508del corr	RAD52 anneal inh	RAD54 branch	CASP6 VEID inh
CCOC(=O)C1CCCN(C2=NC(=O)/C(=C/c3ccc(OC)cc3)S2)C1 (centres undefined)	0.1	3	0	0.0	-1.1	-6	2	1
COc1ccc(NC(=O)Nc2ccc3c(c2)C(=O)N([C@@H](C)CO)C[C@H](C)[C@H](CN(C)C)O3)cc1	-1.0	23	-5	-7.7	0.0	8	-8	-4
O=S1(=O)CC(N2CCCC2)CN1Cc1cn(Cc2cccc(Cl)c2)nn1 (centres undefined)	-0.1	24	1	-0.1	-1.4	-18	x	-3
COc1ccc(NC(=O)N(C)C[C@@H]2Oc3c(NS(C)(=O)=O)cccc3C(=O)N([C@@H](C)CO)C[C@@H]2C)cc1	-0.9	13	-7	x	-2.0	-3	0	2
Cc1noc(C)c1S(=O)(=O)N(C)C[C@H]1OCCCC[C@@H](C)Oc2ccc(N(C)C)cc2C(=O)N([C@@H](C)CO)C[C@@H]1C	0.0	5	0	0.1	-1.3	9	-1	6
CC(CCc1ccccc1)NC(=O)CN(C)Cc1ccc(F)cc1 (centres undefined)	0.1	-12	0	-0.1	-3.8	-13	-3	x
C[C@@H]1CN([C@@H](C)CO)C(=O)c2cc(-c3cccc(F)c3)cnc2O[C@@H]1CN(C)C(=O)C1CCC1	0.3	-3	0	0.0	0.3	9	1	-1
O=C(C[C@@H]1C[C@H]2c3cc(NC(=O)C4CCOCC4)ccc3O[C@H]2[C@@H](CO)O1)NCc1ccncc1	0.4	10	3	-0.5	0.3	4	5	0
Cc1nc2c(C)cccc2c2c1CCN2c1ccccc1F	0.4	x	0	x	-0.2	0	x	3
CCC(=O)Nc1ccc2c(c1)OC[C@@H](C)N(C(=O)C1CCC1)C[C@H](C)[C@@H](OC)CN(C)C2=O	0.3	4	4	0.2	-0.5	-4	0	-5
CCCNC(=O)NC[C@@H]1[C@@H](c2ccc(C3=CCCC3)cc2)[C@@H](CO)N1C(=O)CC	0.3	3	116*	0.3	-0.4	-92	0	-13
C/C(CC(=O)Nc1cc(C)ccn1)=N\NC(=O)c1ccc(C(C)(C)C)cc1	0.1	1	4	x	-1.5	-6	-7	0
COc1ccc([C@H]2CC(=O)C=C(c3ccc(Cl)c(C(F)(F)F)c3)C2)cc1	0.0	-19	-9	0.1	-2.7	-17	12	2
CC(C)CC#Cc1ccc2c(c1)O[C@H](CN(C)C(=O)C1CCC1)[C@@H](C)CN([C@H](C)CO)S2(=O)=O	0.0	-10	u	0.9	-2.0	10	-15	1
COCCN(C(=O)COC(=O)CCOc1ccccc1)c1c(N)n(Cc2ccccc2)c(=O)[nH]c1=O	0.3	5	-5	x	-2.7	-5	-8	11
CCCCC(=O)Nc1ccc(C(=O)Nc2ccc3c(c2)OCO3)cc1	x	28	3	x	-1.0	-6	3	-1
NC(=O)C1CCN(C(=O)CCSCc2ccccc2)CC1	0.0	-6	u	0.0	-1.4	3	-5	-2
COc1cc(NC(=O)[C@H]2CSCN2C(=O)[C@@H]2CCC(=O)N2)cc(OC)c1OC	-0.1	11	2	x	0.5	5	-14	0
CCCNC(=O)C[C@H]1CC[C@@H]2[C@H](COc3ccc(NC(=O)CC)cc3C(=O)N2C)O1	0.1	14	-5	0.3	1.5	11	6	3
COc1ccc(NS(=O)(=O)c2ccc(F)c(F)c2F)cc1S(=O)(=O)N1CCOCC1	0.0	-4	1	x	-1.2	-12	3	-2
COc1cccc(N2CCN(c3ccc4nnc(CCC(=O)N5CCC(C)CC5)n4n3)CC2)c1	0.1	-8	3	x	-0.6	3	8	-1
O=C(Nc1cccc(Cl)c1)NC1CC2CCC(C1)N2Cc1cccs1 (centres undefined)	0.0	-2	-2	x	-3.6	-2	x	1
CSCCC(C(=O)Nc1c(C)cccc1C)n1c(COc2ccc(C)cc2)nc2ccccc21 (centres undefined)	-0.1	x	1	-0.1	1.6	-27	x	-5
COC(=O)[C@H](CCSC)NC(=O)Cn1cc(C)c(=O)[nH]c1=O	-0.2	3	-10	-0.2	8.7*	-2	6	-1
C[C@@H]1CN([C@H](C)CO)C(=O)c2cc(NS(=O)(=O)c3ccc(Cl)cc3)ccc2O[C@H]1CN(C)Cc1ccccc1	-1.4	-22	-2	x	-0.3	-4	8	0
Cn1nc(C(=O)NNC(=O)COc2ccccc2)c2ccccc2c1=O	-0.1	2	u	-0.1	x	8	x	1
COc1ccccc1S(=O)(=O)N[C@@H]1C=C[C@@H](CC(=O)N2CCN(C)CC2)O[C@H]1CO	0.2	3	u	-0.2	1.0	-3	-10	5
COc1ccccc1NC(=O)C1=C(C)NC(=O)NC1c1ccc(C)cc1 (centres undefined)	0.0	1	12	0.0	-0.5	-19	7	-1
CCCNC(=O)C1(C)CCCN(Cc2ccc3ccccc3c2)C1 (centres undefined)	0.2	x	-4	-0.3	-3.9	4	-3	1
Cc1cc2nc(-c3ccc(SCc4ccccc4C#N)nc3)[nH]c2cc1C	x	1	-5	x	-4.2	-24	6	1
C[C@H](CO)N1C[C@H](C)[C@@H](CN(C)Cc2ccc(C(=O)O)cc2)Oc2c(NS(C)(=O)=O)cccc2C1=O	0.0	20	u	x	1.3	-14	-5	-1
CNC(=O)C[C@H]1CC[C@@H]2[C@H](COc3ccc(NC(=O)NC(C)C)cc3C(=O)N2C)O1	0.3	0	-1	-0.1	0.8	x	-5	x
CCOC(=O)c1c(-c2ccc(OC)cc2)oc2cc(Br)c(O)cc12	0.0	10	-3	x	1.5	-8	-1	-2
CC(C)C(C)NC(=O)CN1C(=O)NC2(CCCCCC2)C1=O (centres undefined)	0.2	16	1	x	-0.6	-9	x	0
Cc1cccc(NS(=O)(=O)c2ccc(C(=O)NCCCN3CCOCC3)cc2)c1C	0.1	x	-5	0.1	0.6	-14	5	-6
Cc1ccc2nc(SCC(=O)N3CCCC3)nc(=O)n2c1	0.1	4	1	0.1	-0.5	-20	-7	1
C[C@H](O)C#Cc1cnc2c(c1)C(=O)N([C@@H](C)CO)C[C@H](C)[C@@H](CN(C)Cc1cccc(C(=O)O)c1)O2	-0.9	1	u	0.0	0.5	-9	2	1
CC(=O)Oc1ccc(S(=O)(=O)c2ccc(OC(C)=O)cc2)cc1	0.0	-27	2	-1.1	1.1	-7	10	8
Cc1ccc(S(=O)(=O)N(C)C[C@H]2Oc3ccc(NC(=O)CCC(F)(F)F)cc3CC(=O)N([C@@H](C)CO)C[C@H]2C)cc1	-0.6	-1	11	1.5	-2.2	5	-17	-2
COc1ccc(CCNC(=O)CSc2ccc(-c3cccs3)nn2)cc1	0.1	-5	4	x	-2.2	-12	x	-1
C[C@H]1CCCCO[C@H](CN(C)C(=O)Nc2ccc3c(c2)OCO3)[C@@H](C)CN([C@@H](C)CO)C(=O)c2cc(NC(=O)Nc3cccc4ccccc34)ccc2O1	0.4	18	-2	1.1	1.2	10	9	-3
CN(C)S(=O)(=O)c1cccc(NC(=O)CCNC(=O)Nc2ccccc2)c1	0.0	-6	-2	0.6	0.2	-5	x	-2
C[C@@H]1CCCCO[C@H](CN(C)CC2CCCCC2)[C@H](C)CN([C@H](C)CO)C(=O)c2cc(NS(=O)(=O)c3cn(C)cn3)ccc2O1	-0.9	15	0	1.4	1.2	3	8	-3
Cc1c(NC(=O)Nc2ccccc2Cl)c(=O)n(-c2ccccc2)n1C	0.0	11	-3	2.2	3.4	1	x	-2
Cc1noc(C)c1CSCC(=O)Nc1ccccc1N1CCCC1	0.0	7	9	-0.3	2.7	-11	7	2
COc1ccc(-c2csc(CCn3nc(C)cc3C)n2)cc1OC	-0.1	34	18	-2.1	5.6	5	-2	6
Cc1ccc(S(=O)(=O)N(CC(=O)NN=C2CCN(C)CC2)c2ccc(C(C)C)cc2)cc1	0.0	-3	0	x	-2.2	-8	-2	-3
CNC[C@@H]1OCCCC[C@H](C)Oc2ccc(NS(=O)(=O)c3cccs3)cc2C(=O)N([C@@H](C)CO)C[C@H]1C	-1.2	13	u	-0.1	-2.6	-85	-3	2
Cc1ccc(S(=O)(=O)N(C)C)cc1NC(=O)COC(=O)/C=C/c1ccc2ccccc2n1	-0.1	-3	4	-0.5	-1.1	-15	x	6
CCOC(=O)N/N=C1\CCS(=O)(=O)c2ccc(Cl)cc21	0.9	9	-7	-0.1	1.9	-14	x	7

Reformatted: results already given
compound,Xi reactivation,INS-1E GSIS act,DENV2 CPE,E-selectin induc,F508del corr,RAD52 anneal inh,RAD54 branch,CASP6 VEID inh
Cc1ccc(S(=O)(=O)N(C)C[C@H]2Oc3ccc(NC(=O)CCC(F)(F)F)cc3CC(=O)N([C@@H](C)CO)C[C@H]2C)cc1,-0.6,-1,11,1.5,-2.2,5,-17,-2
COc1ccc(CCNC(=O)CSc2ccc(-c3cccs3)nn2)cc1,0.1,-5,4,x,-2.2,-12,x,-1
C[C@H]1CCCCO[C@H](CN(C)C(=O)Nc2ccc3c(c2)OCO3)[C@@H](C)CN([C@@H](C)CO)C(=O)c2cc(NC(=O)Nc3cccc4ccccc34)ccc2O1,0.4,18,-2,1.1,1.2,10,9,-3
CN(C)S(=O)(=O)c1cccc(NC(=O)CCNC(=O)Nc2ccccc2)c1,0.0,-6,-2,0.6,0.2,-5,x,-2
C[C@@H]1CCCCO[C@H](CN(C)CC2CCCCC2)[C@H](C)CN([C@H](C)CO)C(=O)c2cc(NS(=O)(=O)c3cn(C)cn3)ccc2O1,-0.9,15,0,1.4,1.2,3,8,-3
Cc1c(NC(=O)Nc2ccccc2Cl)c(=O)n(-c2ccccc2)n1C,0.0,11,-3,2.2,3.4,1,x,-2
Cc1noc(C)c1CSCC(=O)Nc1ccccc1N1CCCC1,0.0,7,9,-0.3,2.7,-11,7,2
COc1ccc(-c2csc(CCn3nc(C)cc3C)n2)cc1OC,-0.1,34,18,-2.1,5.6,5,-2,6
Cc1ccc(S(=O)(=O)N(CC(=O)NN=C2CCN(C)CC2)c2ccc(C(C)C)cc2)cc1,0.0,-3,0,x,-2.2,-8,-2,-3
